Jurkat NFkB inh: lowers PMA/ionomycin-induced NF-kB signal in Jurkat cells; PMA/ionomycin-induced NF-kB luciferase reporter, luminescence; actives 0.53% (n = 330,000); inhibition, % at 4 µM
SENP8 inh: inhibitors of human SENP8 protease. inhibition, % at 10 µM. actives 1.2% (n = 330,000). AID 2540. purified SENP8, Z-RLRGG-aminoluciferin cleavage, luminescence. Q96LD8
UBC13 polyUb: human UBC13 polyubiquitination inhibition; P61088; AID 485273; inhibition, % at 20 µM; actives 0.47% (n = 330,000); UBC13 polyubiquitin chain formation, TR-FRET; in the data active = inhibition above about 45%, passing the limit was not always enough
Target sequence (P61088 whole entry, looked up): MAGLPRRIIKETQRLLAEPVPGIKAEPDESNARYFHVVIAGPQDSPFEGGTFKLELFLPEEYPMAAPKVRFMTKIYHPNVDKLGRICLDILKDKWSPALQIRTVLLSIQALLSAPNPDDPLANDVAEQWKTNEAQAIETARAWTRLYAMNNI
Apaf1 inhib: inhibitors of human Apaf-1 apoptosome; O14727; actives 0.71% (n = 330,000); inhibition, % at 20 µM; reconstituted apoptosome caspase-3 activity, DEVD-Rh110 fluorescence; active = inhibition of at least 40% at 20 µM;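 note: plate controls were DMSO wells for no effect and DEVD-CHO caspase inhibitor wells for full effect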
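Material: reconstituted apoptosome with Apaf-1, cytochrome c, caspase-9, procaspase-3, dATP; medium: pH 7.5 Hepes buffer with CHAPS, BSA, DTT; also added: cytochrome c and DEVD-Rh110 substrate; timing: 30 min plus 50 min, RT; signal: Rh110 fluorescence intensity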
697 NFkB inh: inhibitors of the PMA/ionomycin-induced NF-kB reporter in 697 B cells; 697 B-cell NF-kB luciferase reporter, 16 h; AID 435022; inhibition, % at 4 µM; actives 0.33% (n = 330,000); in the data active = inhibition above about 35%
CCR6 antag: CCR6 (human) receptor antagonism; P51684; CHO-K1 CCR6 PathHunter beta-arrestin, luminescence, CCL20-stimulated; inhibition, % at 20 µM; actives 0.49% (n = 340,000); AID 493098;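 active = compounds whose inhibition of the agonist-driven luminescence signal at 20 µM reaches about 50%, limit read from the data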;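 note: cells stimulated with CCL20 at 14 nM final; plate controls were DMSO with CCL20 for no effect and DMSO without agonist for full effect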
Target sequence (P51684 whole entry, looked up): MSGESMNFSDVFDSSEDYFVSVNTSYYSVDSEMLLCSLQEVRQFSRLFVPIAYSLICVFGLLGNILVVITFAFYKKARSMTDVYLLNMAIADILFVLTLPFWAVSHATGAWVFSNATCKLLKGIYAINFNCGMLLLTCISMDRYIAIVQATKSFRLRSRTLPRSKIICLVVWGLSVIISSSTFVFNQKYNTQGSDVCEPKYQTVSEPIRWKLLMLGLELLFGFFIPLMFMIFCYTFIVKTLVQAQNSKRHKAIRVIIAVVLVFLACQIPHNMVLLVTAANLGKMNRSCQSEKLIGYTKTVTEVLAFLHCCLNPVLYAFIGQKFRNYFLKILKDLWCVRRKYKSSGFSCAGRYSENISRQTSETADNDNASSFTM
Gli-Sufu antag: antagonists of Gli-Sufu signaling; Sufu-KO-LIGHT fibroblasts, Gli luciferase reporter luminescence; inhibition, % at 5 µM; actives 0.74% (n = 340,000); AID 588413;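 active = inhibition above about 55%, limit read from the data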;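 note: 0% = DMSO-treated cells and 100% = wells with medium but no cells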
EBI2 block: blocks human EBI2 receptor beta-arrestin signaling. EBI2 beta-arrestin recruitment, luminescence, 7a,25-OHC stimulated. inhibition, % at 5 µM. actives 0.81% (n = 360,000); in the data active = inhibition above about 38%;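 note: enzyme fragment complementation signal reports receptor beta-arrestin coupling in cells; 0% = agonist plus DMSO wells and 100% = wells without agonist; some results beyond the cut were filed as inactive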
Target sequence (P32249 whole entry, looked up, the tested form may be a part): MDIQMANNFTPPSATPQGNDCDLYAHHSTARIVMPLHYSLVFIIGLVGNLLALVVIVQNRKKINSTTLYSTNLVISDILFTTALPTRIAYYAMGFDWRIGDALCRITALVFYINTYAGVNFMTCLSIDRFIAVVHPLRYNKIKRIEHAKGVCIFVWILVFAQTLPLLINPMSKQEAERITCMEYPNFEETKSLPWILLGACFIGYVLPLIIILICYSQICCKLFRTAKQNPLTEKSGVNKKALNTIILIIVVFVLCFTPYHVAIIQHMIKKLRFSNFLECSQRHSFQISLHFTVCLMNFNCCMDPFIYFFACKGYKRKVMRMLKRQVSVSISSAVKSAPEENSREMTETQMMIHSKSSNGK
* marks the source's active call; other numbers are inactive results; . = no result given. Cut-off read from the data, not from the text of the source, unless noted: active = inhibition above about 50%; inactive = the rest. Only part of the results is shown; rates above refer to the full screens.

Molecule | Jurkat NFkB inh | SENP8 inh | UBC13 polyUb | Apaf1 inhib | 697 NFkB inh | CCR6 antag | Gli-Sufu antag | EBI2 block
COc1ccc(N=C2SC(CC(=O)Nc3ccc(OC)cc3OC)C(=O)N2C)cc1 (centres undefined) | -9 | -2 | 6 | 9 | 3 | 7 | 5 | -8
CC(C)CCSc1ncnc2c1oc1nc3c(cc12)COC(C)(C)C3 | -5 | 0 | 26 | 21 | -3 | 13 | 1 | -4
Cn1c(CO)cnc1SCc1ccc(F)cc1 | 20 | 2 | 3 | 0 | 7 | 5 | -7 | -5
CC(/C=N/NC(=O)c1cc(-c2ccc(C)o2)[nH]n1)=C\c1ccccc1 | -4 | -1 | -7 | 13 | -12 | 8 | -1 | -2
CNC[C@@H]1Oc2ccc(NC(=O)Nc3cccc4ccccc34)cc2C(=O)N([C@@H](C)CO)C[C@@H]1C | -2 | -16 | 48* | 57* | -5 | . | . | .
Cc1nc(N2CCN(Cc3ccccc3)CC2)c(C#N)c2c1COC(C)(C)C2 | -7 | -1 | 4 | 13 | 9 | -2 | 7 | 2
CCCCN(C)S(=O)(=O)c1ccc(C(=O)Nc2nnc(C3=COCCO3)o2)cc1 | 2 | 5 | -13 | -15 | 10 | 9 | -9 | 2
O=C(O)CCCC(=O)N1N=C(c2ccccc2)CC1c1ccc2nccnc2c1 (centres undefined) | -1 | -4 | 4 | 5 | 19 | 16 | 4 | 1
Cn1ccnc1SCC(=O)N1CCc2ccccc21 | -49 | 9 | -2 | -7 | -44 | 1 | -47 | 10
O=C(C1=C[C@H](c2ccc(Br)cc2)C[C@H](OCc2ccc(CO)cc2)O1)N1CCOCC1 | 0 | -6 | -7 | 9 | -22 | 13 | -7 | 15
Cc1ccc(Cl)cc1NC(=S)N1CCC(c2ccccc2)C1 (centres undefined) | -3 | -3 | 14 | -9 | -2 | 8 | -1 | -7
CCOc1ccc(N)c(SSc2cc(OCC)ccc2N)c1 | -26 | 0 | -34 | 18 | 0 | 10 | -17 | 26
Cc1ccc(NC(=S)NCC2CCN(C(C)c3ccccc3)C2)cc1 (centres undefined) | 9 | 0 | 6 | -16 | 2 | 3 | 15 | -4
Cc1ccc(C2CC2c2n[nH]c(=S)n2-c2ccc(Cl)cc2)cc1 (centres undefined) | -3 | -11 | -16 | 15 | -8 | 10 | 1 | -4
Cc1cc(C)n(-c2nc3c(c(=O)[nH]c(=O)n3C)n2CC(O)COc2ccccc2C)n1 (centres undefined) | 13 | -1 | 1 | -1 | -10 | -2 | 4 | -1
Cc1ccc(OCC(=O)NNC(=O)C2CSC3(C)CCC(=O)N23)cc1C (centres undefined) | 5 | 9 | 2 | -4 | 6 | 2 | -7 | -2
COc1ccc(C(=O)NC(NC(=O)c2ccc(OC)c(OC)c2)c2ccccc2F)cc1OC | 5 | 1 | 8 | 7 | 25 | 1 | 23 | 4
O=C(OCC(=O)N1CCN(C(=O)c2ccco2)CC1)c1ccc(S(=O)(=O)N2CCCCC2)cc1 | 21 | -1 | 3 | -1 | 23 | 7 | 3 | -4
CCOC(=O)CC1=C(C(=O)OCC)C(c2cccnc2)C(C#N)=C(N)O1 (centres undefined) | -13 | -5 | 2 | 14 | -6 | 5 | -13 | 0
O=C(CNC(=O)c1ccc(S(=O)(=O)N2CCCC2)cc1)N/N=C/c1ccc(Cl)cc1 | 11 | 6 | 12 | 3 | 16 | 1 | 3 | 60*
Cc1cc2oc(=O)cc(CN3CCOCC3)c2cc1C | -1 | -3 | 4 | -18 | 13 | -8 | 0 | -3
S=C(c1c[nH]c2ccc(Br)cc12)N1CCOCC1 | 1 | 3 | -3 | 9 | 0 | 8 | 2 | -6
CCOc1cccc(C2/C(=C(/O)c3ccc4c(c3)CC(C)O4)C(=O)C(=O)N2CCN2CCOCC2)c1 (centres undefined) | 9 | -4 | -8 | 0 | -13 | 15 | -9 | -6
CN(C)CCCN(C(=O)c1ccc([N+](=O)[O-])s1)c1nc2cc3c(cc2s1)OCCO3 | -46 | 55* | 10 | 17 | 34 | -9 | 16 | -14

Copied from the list.
Reading for CCOC(=O)CC1=C(C(=O)OCC)C(c2cccnc2)C(C#N)=C(N)O1 (centres undefined) in SENP8 inh: -5
Reading for Cc1ccc(C2CC2c2n[nH]c(=S)n2-c2ccc(Cl)cc2)cc1 (centres undefined) in Apaf1 inhib: 15
Reading for CCOc1cccc(C2/C(=C(/O)c3ccc4c(c3)CC(C)O4)C(=O)C(=O)N2CCN2CCOCC2)c1 (centres undefined) in SENP8 inh: -4
Reading for Cc1cc2oc(=O)cc(CN3CCOCC3)c2cc1C in SENP8 inh: -3

Three entries out of the list above, sorted by their value in CCR6 antag, descending:
molecule | CCR6 antag
Cc1ccc(C2CC2c2n[nH]c(=S)n2-c2ccc(Cl)cc2)cc1 (centres undefined) | 10
CCOC(=O)CC1=C(C(=O)OCC)C(c2cccnc2)C(C#N)=C(N)O1 (centres undefined) | 5
COc1ccc(C(=O)NC(NC(=O)c2ccc(OC)c(OC)c2)c2ccccc2F)cc1OC | 1

Later entries:
Molecule | Jurkat NFkB inh | SENP8 inh | UBC13 polyUb | Apaf1 inhib | 697 NFkB inh | CCR6 antag | Gli-Sufu antag | EBI2 block
O=C1CSC(=O)N1CCOCCN1C(=O)CSC1=O | 2 | 0 | -1 | -4 | 10 | 6 | -20 | 8
CCOC(=O)c1cc(-c2ccc(OC)cc2)nc2c1c(C)nn2CCC(N)=S | 9 | 4 | 15 | 14 | 18 | 30 | 9 | 25
Cc1ccc(C(C)C)c(OCC(O)CNC2CCCC2)c1 (centres undefined) | 29 | -3 | 16 | -5 | 12 | 4 | 17 | -11
C=CCOc1ccc(/C(O)=C2\C(=O)C(=O)N(CCCOC)C2c2ccncc2)cc1 (centres undefined) | 9 | 1 | -6 | -10 | 5 | -12 | 4 | 3
O=C(CCN1CCOCC1)N1CCc2c([nH]c3ccccc23)C1c1cccc(Cl)c1 (centres undefined) | -2 | 6 | -2 | 8 | -7 | 1 | 8 | 0
Cc1cc(C(=O)COc2ccccc2C(N)=O)c(C)n1C | -4 | -9 | 3 | 10 | -1 | -9 | -1 | 1
CC(=O)c1cc2c(cc1N/C(=N/S(=O)(=O)c1ccc(C)cc1)c1ccccc1)OCO2 | -12 | -2 | -1 | 16 | -5 | 20 | 19 | 0
CCc1nc2c(s1)CCc1onc(-c3ccc(Cl)cc3)c1-2 | 1 | -9 | 9 | 20 | 8 | 7 | -7 | 0
O=C(CSc1nc(=O)n(Cc2ccccn2)c2c1CCC2)Nc1ccc(F)cc1F | -14 | -5 | -3 | 1 | -10 | 4 | -2 | 1
CCCCc1ccc(NC(=S)NCc2cccs2)cc1 | -14 | -14 | -6 | 15 | -11 | 1 | -16 | 3
O=C(O)c1cccc(S(=O)(=O)Nc2ccc3[nH]c(=O)[nH]c3c2)c1 | -9 | 5 | -17 | 26 | 3 | -8 | 45 | 8
O=C(Nc1nnc(SCCN2CCOCC2)s1)C1CC(=O)N(c2ccc(F)cc2)C1 (centres undefined) | -7 | 5 | -12 | 5 | 7 | -5 | -4 | -4
O=C(O)CC(C(=O)OCCOc1ccccc1)N1CCOCC1 (centres undefined) | 7 | -6 | 2 | -11 | 8 | -2 | 19 | -3
COCCN(C(=O)Cc1coc2cc(C)c(C)cc12)c1c(N)n(Cc2ccccc2)c(=O)[nH]c1=O | 14 | 9 | -2 | 3 | 5 | 1 | -2 | -8
CC(C)NC(=O)c1cc(-c2ccc3c(c2)OCO3)on1 | -107 | -16 | 1 | 12 | -125 | 9 | -74 | -15
O=c1c(CN2CCN(c3cccc(Cl)c3)CC2)coc2c(Cl)cc(Cl)cc12 | 12 | -2 | 8 | -6 | -4 | 20 | -13 | 2
CN(C(=O)c1ccc(S(=O)(=O)NC2CCCC2)cc1)C1CCCCC1 | -5 | 0 | -2 | -24 | -18 | -6 | -4 | 0
O=C(COC(=O)CSc1nnc(-c2ccc(Cl)cc2)o1)Nc1cc(Cl)ccc1Cl | -6 | -16 | -2 | 0 | 7 | 5 | -1 | -3
CC(C)N1CCc2c(sc(NC(=O)c3cc(-c4cccs4)nc4ccccc34)c2C(N)=O)C1 | 23 | 10 | 54* | 61* | 16 | 62* | 43 | 6
CCCC(=O)N1CCN(c2nc3c(OC)ccc(Cl)c3s2)CC1 | -1 | 6 | 10 | 6 | 8 | 13 | -8 | -8
CCCCC#Cc1cncc(C(=O)N/N=C/c2ccccc2)c1 | -2 | -13 | -1 | 11 | 5 | 9 | -18 | 0
Cc1ccc2nc(Cl)c(/C=N/NC(=O)c3ccccc3O)cc2c1 | -13 | -11 | -23 | 12 | -12 | -2 | -8 | -4
O=C(NCCc1ccc(F)cc1)c1cc([N+](=O)[O-])ccc1N1CCOCC1 | 6 | -2 | -6 | 5 | 5 | 8 | 0 | 17
O=C(NCc1ccc(C(F)(F)F)cc1)C12CN(Cc3ccccc3)CC1C(c1cccc([N+](=O)[O-])c1)=NO2 (centres undefined) | -16 | 4 | -5 | 7 | 12 | 16 | 19 | 11
Cc1ccc(C(=O)N2CCN(C(=O)C3CCCO3)CC2)cc1 (centres undefined) | 15 | 3 | -1 | -8 | 13 | 0 | -2 | -4
Cc1[nH]nc(Nc2ccccc2)c1[N+](=O)[O-] | -18 | 1 | -5 | -23 | -1 | 13 | -17 | -1
CC1(C2CC2)NC(=O)N(CC(=O)Nc2ccc(F)cc2F)C1=O (centres undefined) | 4 | -7 | -2 | -4 | 11 | 5 | 0 | -17
Cc1ccc(CNC(=O)CCNC(=O)c2ccco2)cc1 | 3 | -2 | -1 | -10 | 5 | -12 | -27 | -2
COc1cccc(CNC(=O)C(=O)NCC2CCCO2)c1 (centres undefined) | 7 | 4 | 6 | -6 | 5 | 13 | 24 | 2
COC(=O)c1ccc(NCCC(=O)O)cc1 | -1 | -8 | 6 | -5 | 3 | 3 | -2 | -5
O=C(CN1CCN(Cc2ccccc2)C1=O)NCCCN1CCOCC1 | 2 | 5 | 5 | 2 | 5 | 2 | 2 | 1
COc1ccccc1N1CCN(C(=O)c2cc(=O)c3cc(C)cc(C)c3o2)CC1 | 64* | 2 | -6 | 18 | -110 | 0 | 57* | 73*
N#CCC(=O)Nc1ccc(C(=O)NCC(c2ccco2)N2CCCCC2)cc1 (centres undefined) | 13 | 5 | -5 | -26 | 8 | 14 | -2 | -6
CCCOc1cccc(NC(=O)c2cc(C)oc2C)c1 | -7 | 5 | -5 | 15 | -9 | -4 | 5 | 6
CC(C)CN(C(=O)c1cccc(S(=O)(=O)N2CCN(Cc3ccccc3)CC2)c1)C1CCS(=O)(=O)C1 (centres undefined) | 8 | -8 | 26 | 30 | 0 | 12 | -3 | -4
S=C(NCc1ccccc1)NCc1ccc2c(c1)OCO2 | 17 | -2 | 5 | -2 | -7 | -1 | 0 | -9
Cn1c(=O)c2c(nc(-n3ccnc3)n2Cc2ccccc2)n(C)c1=O | -16 | -2 | 2 | 4 | -6 | 2 | 11 | -9
COc1ccccc1C(CNc1nc(C(F)(F)F)nc2ccccc12)N(C)C (centres undefined) | -1 | -2 | 0 | 4 | 5 | -5 | 26 | -4
Cc1cccc(NC(=O)Cn2nnc3sc4c(c3c2=O)CC(C)(C)OC4)c1 | 8 | -6 | -5 | -7 | -4 | 0 | -4 | 1
Cc1ccn2c(=O)nc(SCC(=O)Nc3cc(C)on3)nc2c1 | -6 | -8 | -8 | 10 | 7 | 7 | -1 | 4
CN1CCN(CC#Cc2ccccc2)CC1CCO (centres undefined) | 1 | -10 | -1 | -15 | 16 | -4 | 23 | -3
COc1ccc(CN(Cc2cc3cc4c(cc3[nH]c2=O)OCO4)C(=O)NC2CCCCC2)cc1 | -8 | -16 | 8 | 16 | -1 | 25 | 23 | 0

Screening results (PubChem BioAssay)
